High-throughput results from PubChem BioAssay.
TEAD-YAP inh = TEAD-YAP interaction inhibition, primary screen, TEAD-YAP interaction inhibitor project, luminescence, HEK-TIYL cells | hit rate 1.4% among 640,000 | inhibition, % at 9.12 µM | TEAD-Gal4/YAP UAS-luciferase luminescence; in the data active = inhibition above about 32%;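 also: 0% = median of test compound wells and 100% = reference inhibitor wells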
GPR151 ag = activators of human GPR151, primary screen, cell-based, PathHunter beta-arrestin, luminescence. PathHunter beta-arrestin GPR151 cells. activation, % at 11.2 µM. hit rate 1% among 650,000; in the data active = activation above about 4.9%;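 also: 0% = median of compound wells and 100% = cells with positive control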
Target sequence (Q8TDV0 whole entry, looked up): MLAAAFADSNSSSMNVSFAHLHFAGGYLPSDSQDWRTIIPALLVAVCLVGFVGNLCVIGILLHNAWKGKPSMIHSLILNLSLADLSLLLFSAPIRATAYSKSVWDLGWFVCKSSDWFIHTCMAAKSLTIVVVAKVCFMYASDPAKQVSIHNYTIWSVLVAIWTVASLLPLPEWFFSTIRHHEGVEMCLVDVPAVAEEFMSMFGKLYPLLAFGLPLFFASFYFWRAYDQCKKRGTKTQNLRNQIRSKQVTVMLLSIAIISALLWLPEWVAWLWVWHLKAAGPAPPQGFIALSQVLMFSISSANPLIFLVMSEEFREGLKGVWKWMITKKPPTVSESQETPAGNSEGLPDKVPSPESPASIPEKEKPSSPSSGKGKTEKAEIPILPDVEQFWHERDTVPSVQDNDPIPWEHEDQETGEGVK
FBW7 activator = FBW7 E3 ligase activators, primary screen, biochemical, AlphaScreen, human | F-box/WD repeat-containing protein 7 (Homo sapiens), Q969H0 | AlphaScreen FBW7–phospho-cyclin E peptide binding, activator screen | normalized activity (activation), % at 26.1 µM | hit rate 0.13% among 650,000; in the data active = normalized activity above about 1.9%;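 also: purified mutant Fbw7 with reduced substrate affinity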
MITF inh = MITF inhibitors, primary screen, biochemical, AlphaScreen, human; Microphthalmia-associated transcription factor (Homo sapiens), O75030; AlphaScreen MITF homodimerization, bead proximity signal; inhibition, % at 2.6 µM; hit rate 0.91% among 650,000; AID 1259374, 2018; in the data active = inhibition above about 50%;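 also: 0% = vehicle wells with protein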
Target sequence (O75030 whole entry, looked up): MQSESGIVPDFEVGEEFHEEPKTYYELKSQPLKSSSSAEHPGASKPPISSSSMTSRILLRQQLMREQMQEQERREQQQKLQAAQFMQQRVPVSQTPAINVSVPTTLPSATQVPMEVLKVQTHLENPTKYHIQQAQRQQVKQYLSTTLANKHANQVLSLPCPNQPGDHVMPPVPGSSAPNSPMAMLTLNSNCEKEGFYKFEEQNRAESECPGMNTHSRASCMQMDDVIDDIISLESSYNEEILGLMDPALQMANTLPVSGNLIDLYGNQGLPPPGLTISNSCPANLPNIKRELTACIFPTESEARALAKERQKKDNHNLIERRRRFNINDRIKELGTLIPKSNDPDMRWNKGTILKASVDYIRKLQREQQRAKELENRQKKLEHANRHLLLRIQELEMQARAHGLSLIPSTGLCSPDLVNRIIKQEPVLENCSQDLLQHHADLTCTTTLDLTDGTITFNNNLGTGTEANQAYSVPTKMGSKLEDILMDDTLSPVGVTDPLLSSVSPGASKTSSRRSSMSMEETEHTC
An asterisk follows results filed as active.

Each structure is followed by: TEAD-YAP inh | GPR151 ag | FBW7 activator | MITF inh
CCOc1ccc(-c2c(C#N)c(N)nc3sc(C(=O)c4ccc(C)cc4)c(N)c23)cc1
  0 | -0.1 | -0.1 | 8
COC(=O)C1=C(C)Nc2nnnn2C1c1ccc(C(C)C)cc1 (stereo unspecified)
  -10 | 1.4 | 0.0 | 11
O=C(CNCCN1CCCCC1)Nc1ccccc1N1CCCCC1
  6 | 1.1 | -0.1 | 85*
CCN(CC)c1nc(N)c2c(N)nc3c(c2c1C#N)CC(CCl)O3 (stereo unspecified)
  1 | -0.2 | 0.1 | 12
O=C(/C=C/c1ccccc1)Nc1nnc(SCC(=O)Nc2cccc([N+](=O)[O-])c2)s1
  -27 | 1.9 | -0.1 | -1
O=C(CSc1ccc2nnc(-c3cccs3)n2n1)Nc1cccc([N+](=O)[O-])c1
  0 | -0.4 | -0.2 | 1
N#C/C(=C(/O)COC(=O)c1ccc(S(=O)(=O)C(F)F)cc1)c1nc2ccccc2[nH]1
  -7 | 0.3 | -0.1 | -3
Cc1ccc2c(c1)c(=O)c1ccccc1n2CC(=O)Nc1cc(Oc2ccc(F)cc2)cc([N+](=O)[O-])c1
  7 | 0.0 | -0.1 | 16
CCOC(=O)C1=C(C)NC2=C(C(=O)CCC2)C1c1cccc(F)c1 (stereo unspecified)
  -6 | -0.4 | -0.1 | 3
C=CCN1C(=O)/C(=C\c2cc3c(cc2Cl)OCO3)C(=O)NC1=S
  4 | 1.0 | -0.2 | 2
C=CCNC(=O)/C(C#N)=C/c1ccc(Cl)c([N+](=O)[O-])c1
  1 | -2.5 | 0.2 | 10
O=C(N/N=C/c1ccccc1O)c1ccc(N=Cc2ccccc2O)cc1
  -33 | 1.3 | 0.0 | 20
CC1=C(C(=O)OC2CCCCC2)C(c2cccc([N+](=O)[O-])c2)C2=C(CC(c3ccccc3)CC2=O)N1 (stereo unspecified)
  15 | 0.5 | -0.4 | 10
Cc1ccc2oc(C(=O)Nc3ccc(S(=O)(=O)N4CCOCC4)cc3)c(C)c2c1
  -2 | 3.8 | -0.1 | -10
O=C(O)/C=C\C(=O)N(C1CCCCC1)C1CCCCC1
  6 | 0.9 | 0.9 | 14
CC(C)CN(CC(C)C)C(=O)CCS(=O)(=O)c1ccc2c(c1)n(C)c(=O)c(=O)n2C
  6 | -1.1 | 0.4 | 10
COc1cccc(C(=O)Oc2coc(CSc3ncccn3)cc2=O)c1OC
  1 | 0.8 | -0.1 | 4
O=C(COc1ccccc1[N+](=O)[O-])N/N=C/c1cc(O)ccc1O
  -35 | -0.1 | -0.4 | 16
COc1ccc(NC(=S)NC(=O)CN2C(=O)c3ccccc3C2=O)c([N+](=O)[O-])c1
  -4 | -2.1 | -0.1 | 15
Cc1ccc(CCNC(=O)CN2N=C(c3ccc(C)cc3)CCC2=O)cc1
  6 | 0.7 | 0.1 | 2
CC(C)NS(=O)(=O)c1ccc(CCC(=O)N2CCC(C(N)=O)CC2)cc1
  2 | 1.7 | 0.1 | -8
CC(C)Cc1c(C#N)c(N)nc(SCC(=O)c2ccc(-c3ccccc3)cc2)c1C#N
  2 | -2.0 | 0.1 | 12
Cc1cccc(Cl)c1OCCOCCNC(C)(C)C
  7 | 0.0 | 0.5 | 44
Cc1cccc(C(=O)OCC(=O)NC(N)=O)c1
  -4 | 0.4 | -0.1 | 6
COC(=O)c1cc(S(=O)(=O)NCCc2ccc(C)cc2)cn1C
  7 | -0.4 | 0.0 | 24
Cc1cc(C(=O)Nc2ccc(S(=O)(=O)Nc3onc(C)c3C)cc2)cs1
  -10 | -1.9 | -0.2 | -2
O=C(/C=C/c1ccc(-c2ccc(Cl)cc2)o1)Nc1cccnc1
  -6 | 0.5 | 0.1 | 8
CCc1cccc(NC(=O)CCCC(=O)O)c1
  -4 | 0.9 | -0.1 | 13
O=C1CSC(c2ccccc2F)N1c1ccccc1 (stereo unspecified)
  -5 | 0.2 | 0.7 | 17
COc1ccc(C2CCN(S(C)(=O)=O)C2)cc1 (stereo unspecified)
  7 | 1.0 | 0.1 | 6
O=C(Nc1ccc(F)cc1)N1CCN(c2ccc(Nc3cccnc3)nn2)CC1
  1 | 0.9 | 0.1 | -2
Cn1c(=O)cc(OCC(=O)NC2CC2)c2ccccc21
  -1 | -0.5 | 0.0 | -1
COC(=O)c1ccc(COc2ccc(C=O)cc2)cc1
  -35 | -2.8 | 0.0 | 6
S=C1NC2(CCCCCC2)Cc2ccccc21
  -8 | -0.8 | -0.1 | 9
O=C(NN1C(=O)C2C(C1=O)C1C=CC2C12CC2)c1cccnc1 (stereo unspecified)
  -6 | -0.7 | -0.1 | -5
CCN(CCNC(=O)C(C)n1c2ccccc2c2nc(=O)cc(C)n21)c1ccccc1 (stereo unspecified)
  -5 | -0.2 | -0.1 | -20
CCOC(=O)c1ccc(NC(=S)N2CCN(C(=O)C3CCCO3)CC2)cc1 (stereo unspecified)
  4 | 0.8 | 0.0 | 3
CC1CCc2nc(NC(=O)CS(=O)(=O)c3ccccc3)sc2C1 (stereo unspecified)
  -49 | -0.2 | -0.1 | 14
CC(C)CC(NC(=O)C1CCC(=O)N1C(=O)OCc1ccccc1)C(=O)NC(C(=O)N1CCCC1C(N)=O)C(C)C (stereo unspecified)
  11 | -0.3 | 0.0 | 8
O=C(Cn1ncc2ccccc21)NC1CCCC1
  5 | -2.5 | 0.1 | 3

Entries listed so far that contain a Cl atom (five):
Each structure is followed by: TEAD-YAP inh | GPR151 ag | FBW7 activator | MITF inh
CCN(CC)c1nc(N)c2c(N)nc3c(c2c1C#N)CC(CCl)O3 (stereo unspecified)
  1 | -0.2 | 0.1 | 12
C=CCN1C(=O)/C(=C\c2cc3c(cc2Cl)OCO3)C(=O)NC1=S
  4 | 1.0 | -0.2 | 2
C=CCNC(=O)/C(C#N)=C/c1ccc(Cl)c([N+](=O)[O-])c1
  1 | -2.5 | 0.2 | 10
Cc1cccc(Cl)c1OCCOCCNC(C)(C)C
  7 | 0.0 | 0.5 | 44
O=C(/C=C/c1ccc(-c2ccc(Cl)cc2)o1)Nc1cccnc1
  -6 | 0.5 | 0.1 | 8

(list continues)
Each structure is followed by: TEAD-YAP inh | GPR151 ag | FBW7 activator | MITF inh
COc1cccc(C2CC(c3cccs3)=NN2c2nc(-c3ccccc3)c3cc(Cl)ccc3n2)c1OC (stereo unspecified)
  -11 | -0.4 | -0.1 | -12
O=C(Nc1cccc(Cl)c1N1CCCC1)c1ccc([N+](=O)[O-])o1
  3 | -0.2 | -0.1 | 12
Nc1ccc(-c2cnn3c(NCc4ccc5c(c4)OCO5)ccnc23)cc1
  -66 | -0.9 | 2.5* | 7
CCc1c(C(=O)NCCc2ccc(C)cc2)[nH]c(C)c1C(C)=O
  4 | 4.3 | -0.1 | -2
N#CC1(C#N)[C@@H]2c3ccccc3C=CN2[C@@H](C(=O)c2ccc(F)cc2)[C@@H]1c1ccc(F)cc1
  -24 | -1.7 | -0.1 | 5
COc1cccc(/C=C2/SC(=S)N(CCC(=O)Nc3ccc(O)cc3)C2=O)c1
  4 | 0.2 | 0.0 | -7
Cc1c(Cl)c(C(F)(F)F)nn1CC(=O)NC(C)(C)C
  0 | -1.0 | 0.5 | 3
CCOCCCNC(=O)C1CCN(C(=O)Nc2ccc(C)cc2)CC1
  -5 | -0.2 | 0.2 | -5
O=C(NNC1=NS(=O)(=O)c2ccccc21)c1ccccc1Br
  -4 | 0.6 | -0.4 | -5
Cc1ccc(C)n1-c1ccc(O)c(C(=O)O)c1
  9 | -2.3 | -1.4 | 47
Cc1ccc(N2C(=O)NC(=O)/C(=C/c3ccc4c(c3)OCO4)C2=O)cc1
  -6 | 0.2 | 0.0 | 11
O=C(CC1(O)C(=O)N(Cc2ccc(Cl)cc2)c2ccccc21)c1ccc2ccccc2c1 (stereo unspecified)
  -8 | 0.2 | 0.0 | -1
O=C(CN1C(=O)c2ccccc2C1=O)Nc1ccc(N2CCOCC2)cc1
  -8 | -0.1 | 0.0 | -4
COc1cc(/C=C2\N=C(c3cc(F)c(F)cc3Cl)OC2=O)cc(OC)c1OC
  4 | -0.7 | -0.1 | 4
Cc1ccc(S(=O)(=O)N(C)CC(=O)NC2CCCCCC2)cc1
  11 | 0.9 | -0.1 | 1
CC(=O)c1cccc(Nc2cc(C(F)(F)F)nc3ncnn23)c1
  -5 | 1.3 | -0.3 | -8
Cc1cc(C)c2sc(NCC(C)C)nc2c1
  -63 | -0.1 | -0.1 | 1
CC(=O)N(C)c1ccc(NC(=O)C2CCCCC2)cc1
  -12 | 0.7 | 0.0 | 4
CN1C(=O)c2cccc(NC(=O)/C=C/c3ccccc3Cl)c2C1=O
  7 | 0.1 | 0.1 | 4
CC(=O)COC(=O)c1ccc(N2C(=O)c3ccccc3C2=O)cc1
  -8 | -2.1 | 0.0 | 12
COc1ccc(NC(=O)CCCn2nc([N+](=O)[O-])cc2C)cc1
  -1 | 1.8 | 0.2 | 7
CC(C)N(C(=O)C(F)(F)F)C(C(=O)NC1CCCCC1)c1ccncc1 (stereo unspecified)
  0 | 5.8* | 0.0 | -4
CCOc1cc(OCC)cc(C(=O)Nc2ccc(C(C)=O)cc2)c1
  -18 | -0.2 | -0.1 | -2
c1nc(N2CCN(Cc3ccc4c(c3)OCO4)CC2)c2[nH]cnc2n1
  -2 | -0.9 | 0.0 | 1
CCN(CC)c1ccc2cc(-c3nnc(-c4cccc(OC)c4)o3)c(=O)oc2c1
  3 | 1.4 | 0.0 | -5
Cc1ccc(-c2[nH]c(-c3ccc(C(=O)O)cc3)nc2-c2ccccc2)cc1
  3 | 0.2 | 0.0 | -4
CCOC(=O)c1ccc2nc(NC(=O)c3cc(N)cc(N)c3)sc2c1
  -7 | -0.1 | 0.3 | 16
Cc1ccc([N+](=O)[O-])cc1NC1OC(C(O)CO)C(O)C1O (stereo unspecified)
  5 | -0.7 | 0.8 | 38
CC1=C(C(=O)Nc2ccc(C)cn2)C(c2ccccc2)C2=C(CCCC2=O)N1 (stereo unspecified)
  -1 | 0.7 | 1.0 | 5
Cc1cc(-c2nnc3n2CCCCC3)c(C)n1-c1ccccc1
  -17 | 0.1 | -0.1 | 8

The list goes on.
Structure	TEAD-YAP inh	GPR151 ag	FBW7 activator	MITF inh
CCOc1ccc(NC(=O)CSC2CCCCC2)cc1	-33	1.0	0.1	-7
N#Cc1ccccc1NC(=O)CSc1nc2c(cc1C#N)CCCCC2	-21	0.5	0.1	1
O=C(c1ccc(F)cc1)N1CCN(c2ccc([N+](=O)[O-])cc2)CC1	6	-1.5	0.2	12
O=C(N/N=C\c1ccc(Br)cc1)c1cc([N+](=O)[O-])cc([N+](=O)[O-])c1	-3	-0.7	-0.1	3
O=C(CCn1nc(-c2ccccc2)ccc1=O)NCc1ccco1	4	1.2	0.1	0
O=C1CSC(c2ccccc2[N+](=O)[O-])N1c1ccc(F)c(Cl)c1 (stereo unspecified)	-4	0.8	0.1	1
COc1ccccc1-c1c(C)oc2cc(OCC(N)=O)ccc2c1=O	-6	0.3	0.0	2
O=C(c1cccc(Br)c1)N1CCN(c2ccc([N+](=O)[O-])c(N3CCCCC3)c2)CC1	16	0.8	-0.5	5
Cc1cc(Cl)ccc1OCc1nnc2n1CCCCC2	11	-1.6	0.4	4
CC(=O)Oc1ccc(/C=C2\N=C(c3ccc4c(c3)OCO4)OC2=O)cc1	6	0.3	-0.1	3
COc1cccc(CN2C[C@@H]3C[C@@H](c4ccc(OC)cc4OC)N4CCC[C@@]34C2=O)c1	-6	-2.0	-0.1	3
O=C(NCCNc1ccc(C(F)(F)F)cc1[N+](=O)[O-])c1ccc(F)cc1	-3	-0.8	-0.2	5
Cc1c(C(=O)O)cccc1N1C(=O)c2ccc(C(=O)c3cccc([N+](=O)[O-])c3)cc2C1=O	1	-0.3	-0.1	12
CC(O)(CNCCN1CCOCC1)COc1ccc(Cl)cc1 (stereo unspecified)	8	0.8	0.2	55*
CCOC(=O)c1c(NC(=O)c2ccc(Cl)cc2)sc2c1CCC(C)C2 (stereo unspecified)	-2	0.9	0.0	-5
COC(=O)c1cc(C(=O)N2CC(C)OC(C)C2)cc([N+](=O)[O-])c1 (stereo unspecified)	0	3.6	-0.4	-6
O=C(c1ccncc1)N1CCN(Cc2ccccc2[N+](=O)[O-])CC1	-6	-0.8	-0.3	78*
Cc1cccc(-c2nc3s/c(=C\c4ccc(C)o4)c(=O)n3n2)c1	11	-0.7	0.1	3
CN(CC(=O)NC1CCCc2ccccc21)S(=O)(=O)c1cnc[nH]1 (stereo unspecified)	-1	-0.8	0.2	10
Cc1ccc(CNCc2c(C)[nH]c(C)c2C(=O)O)cc1	-4	0.3	0.2	8
O=C(c1ccccc1Cl)N1CCN(S(=O)(=O)c2ccc(Cl)cc2)CC1	-4	2.6	-0.1	-4
CC[C@H](Cn1nc(-c2ccc(OC)cc2)ccc1=O)NC(=O)Cn1cnc2ccccc21	-5	2.3	-0.2	-14
Cc1ccc(C(=O)C2CCN(CC(=O)Nc3ccccc3N3CCOCC3)CC2)cc1	7	-0.4	0.1	7
CC(=O)C(C)n1c(CN2CCN(Cc3ccccc3)CC2)nc2c1c(=O)n(C)c(=O)n2C (stereo unspecified)	14	0.9	0.1	-5
CC1(C)CC(NC(=O)c2ccc(I)cc2)CC(C)(C)N1	-1	-1.7	-0.1	0
O=C1CCCN1CCCn1c(-c2ccccc2)csc1=Nc1cccnc1	3	1.6	0.0	6
Cc1ccc(CN2CCNCC2CCO)o1 (stereo unspecified)	0	-0.3	0.0	-1
